# High-throughput results (PubChem BioAssay)
# DAGLB inhibitor: DAGLB lipase inhibitors, primary screen, biochemical, fluorescence, HTS; Diacylglycerol lipase-beta (Homo sapiens), Q8NCG7; HEK293T DAGLB membrane lysate, EnzChek fluorogenic substrate; inhibition, % at 5.17 µM; actives 0.059% (n = 340,000); in the data active = inhibition above about 34%;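 note: 0% = enzyme with vehicle and 100% = wells lacking enzyme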
# Target sequence (Q8NCG7 whole entry, looked up): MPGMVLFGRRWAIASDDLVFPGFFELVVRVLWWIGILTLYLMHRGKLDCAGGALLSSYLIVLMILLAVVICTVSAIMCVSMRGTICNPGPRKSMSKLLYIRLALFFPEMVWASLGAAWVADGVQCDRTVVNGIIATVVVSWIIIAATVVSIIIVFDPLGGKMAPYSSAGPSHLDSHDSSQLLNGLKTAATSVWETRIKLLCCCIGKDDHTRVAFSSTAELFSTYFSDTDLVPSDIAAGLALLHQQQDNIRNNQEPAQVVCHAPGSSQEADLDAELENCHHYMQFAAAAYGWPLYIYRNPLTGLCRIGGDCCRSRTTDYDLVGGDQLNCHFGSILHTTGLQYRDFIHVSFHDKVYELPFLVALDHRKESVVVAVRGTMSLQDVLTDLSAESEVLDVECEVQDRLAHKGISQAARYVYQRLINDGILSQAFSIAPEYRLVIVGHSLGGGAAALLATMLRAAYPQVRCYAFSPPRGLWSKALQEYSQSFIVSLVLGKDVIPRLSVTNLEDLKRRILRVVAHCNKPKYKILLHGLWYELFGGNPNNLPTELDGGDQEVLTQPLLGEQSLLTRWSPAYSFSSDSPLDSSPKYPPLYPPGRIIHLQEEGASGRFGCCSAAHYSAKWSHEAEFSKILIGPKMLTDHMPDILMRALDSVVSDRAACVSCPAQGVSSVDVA
# SUMO Mot1 rescue: yeast Mot1-301 growth rescue at high temperature, primary screen, SUMOylation pathway inhibitor project, S. cerevisiae, ATP luminescence, 38.5C | S. cerevisiae Mot1-301 growth rescue; percent above DMSO median, 100 means doubled | AID 2716, 2010 | growth rescue, % at 18.8 µM | actives 1% (n = 320,000);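 active = every valid replicate shows activation above 250% relative to neutral control wells; inactive = the rest, any valid replicate at or below 250%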;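 note: OY570 slx delta 5 strain wells were the positive control but not used for scaling; some compounds called inactive have numbers as strong as hits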
# HTR5A ag: HTR5A agonists in luminescence cell assay, primary screen, counter-screen for OPRM1-OPRD1 heterodimer agonist project, full-deck HTS; actives 0.61% (n = 340,000); 5-hydroxytryptamine receptor 5A (Homo sapiens), P47898; activation, % at 9.3 µM; cell-based; in the data active = activation mostly above about 9.5%, no sharp cut-off; inactive = mostly below about 7.6%;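 note: 0% = cells with vehicle only and 100% = reference agonist; strong numbers were not always called active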
# Target sequence (P47898 whole entry, looked up): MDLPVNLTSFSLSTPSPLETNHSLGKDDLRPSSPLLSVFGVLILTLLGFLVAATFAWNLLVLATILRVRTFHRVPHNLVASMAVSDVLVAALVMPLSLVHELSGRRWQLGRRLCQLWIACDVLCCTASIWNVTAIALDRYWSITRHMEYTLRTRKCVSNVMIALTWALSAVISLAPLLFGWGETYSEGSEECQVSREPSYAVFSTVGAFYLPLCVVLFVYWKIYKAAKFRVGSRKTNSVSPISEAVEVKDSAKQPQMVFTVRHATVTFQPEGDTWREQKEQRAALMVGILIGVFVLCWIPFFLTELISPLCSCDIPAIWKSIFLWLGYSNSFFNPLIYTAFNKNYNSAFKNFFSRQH
# Tat transport: E. coli Tat export inhibitors, primary screen, MC4100, TorA-mCherry reporter, fluorescence, single point. inhibition, % at 10 µM. actives 0.036% (n = 340,000). AID 488895, 2010;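 active = mean replicate inhibition at least 50% and at least half of replicates individually reaching 50%; inconclusive = only one of the two criteria met; inactive = neither criterion met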;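 note: exported cargo escapes ClpAP degradation while cytoplasmic cargo is degraded and loses fluorescence; 0% = median of neutral control wells and 100% = median of NaSCN control wells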
# HTR5A inv ctr: HTR5A inverse agonists in luminescence cell assay, primary screen, counter-screen for OPRM1-OPRD1 heterodimer inverse agonist project, full-deck HTS. inhibition, % at 9.3 µM. HTR5A cell line, inverse agonism. actives 0.083% (n = 340,000); in the data active = inhibition mostly above about 23%, no sharp cut-off; inactive = mostly below about 18%;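 note: 0% = cells with DMSO and 100% = no-cell wells with DMSO; some compounds called inactive have numbers as strong as hits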
# Ecoli viability: E. coli V3065 growth inhibition, primary screen, counter-screen for AddAB inhibitor project, absorbance, OD600. 18 h. inhibition, % at 11.9 µM. actives 0.27% (n = 330,000);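 active = inhibition above the campaign's mean inhibition across all tested compounds plus 3 SD, cut at about 9.9% in these data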;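 note: uninfected addAB+ strain grown without phage in ampicillin broth; 0% = DMSO wells and 100% = ciprofloxacin 0.95 µg/ml wells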
# PKA-R2B activ: activators of PKA-R2B holoenzyme, primary screen, biochemical, fluorescence polarization, Cy5-IP20, human | PKA-R2B holoenzyme dissociation; R2B truncated from residue 108, S112A mutant; 0% DMSO only, 100% 113 µM cGMP | AID 504700, 2011 | actives 0.079% (n = 340,000) | activation, % at 11.4 µM;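 active = activation above a cutoff set at the mean over all compounds plus 3 SD, cut at about 18% in these data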;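 note: higher means more holoenzyme dissociation and a rise in polarization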
# AddAB inh: growth inhibition of E. coli expressing H. pylori AddAB, primary screen, AddAB inhibitor project, absorbance; inhibition, % at 11.9 µM; AID 435030, 2010; actives 0.29% (n = 330,000); in the data active = inhibition above about 12%;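 note: 0% = vehicle wells of infected cells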
# PKA-R1A activ: activators of PKA-R1A holoenzyme, primary screen, biochemical, fluorescence polarization, Cy5-IP20, bovine R1A, mouse PKAc; cAMP-dependent protein kinase type I-alpha regulatory subunit (Bos taurus) + …; PKA-R1A dissociation; scaled: DMSO 0%, 113 µM cGMP 100%; activation, % at 11.4 µM; actives 0.083% (n = 340,000); AID 504707, 2011;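 active = percent activation above the mean of all tested compounds plus 3 SD, cut at about 19% in these data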;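 note: higher means more PKAc released from R1A so a rise in polarization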
# CDK5 p35 inh: inhibitors of human CDK5/p35 kinase, primary screen, biochemical, single concentration | Cyclin-dependent kinase 5 (Homo sapiens) + Cyclin-dependent kinase 5 activator 1 (Homo … | Recombinant CDK5/p35, ADP-Glo luminescence, 60 min | inhibition, % at 10 µM | actives 0.01% (n = 330,000) | AID 488839, 2010;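 active = highest replicate inhibition of at least 50% and at least 75% of replicates reaching 50%; inconclusive = only one of the two criteria met; inactive = both criteria failed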;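 note: plate controls were DMSO neutral control for no effect and GW8510 at 10 µM for full effect; many of its hits are not listed in these tables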
# phage Ecoli inh: growth loss of phage-infected E. coli, primary screen, RecBCD inhibitor project, absorbance, with phage, HTS; actives 0.26% (n = 360,000); inhibition, % at 11.9 µM; in the data active = inhibition above about 11%
# * hit, by the source's call; ? = inconclusive; . = no result given; + = active, no number; & = joins results of further samples.
# The line under a structure holds: DAGLB inhibitor	SUMO Mot1 rescue	HTR5A ag	Tat transport	HTR5A inv ctr	Ecoli viability	PKA-R2B activ	AddAB inh	PKA-R1A activ	CDK5 p35 inh	phage Ecoli inh
O=C(CCn1cccc1)Nc1ccccc1F
  -1	-3	-2	0	-29	1.0	-3	3.8	-4	-2.7	1.5
COC(=O)Nc1sc(C(=O)N(C)C)c(C)c1C(=O)OC
  3	8	-5	-5	-2	-0.2	-5	1.1	6	-0.8	4.1
COc1cc(C2SCC(=O)N2c2c(C)n(C)n(-c3ccccc3)c2=O)ccc1O (stereo unspecified)
  0	7	4	-3	-10	2.3	-4	4.3	0	0.5	-0.3
Cc1cccc(OCCSc2nnc(-c3ccoc3C)n2C)c1
  -1	16	5	-4	-12	1.8	3	1.2	5	-0.1	0.9
CC(NC(=O)CN1C(=O)NC2(CCCCCC2)C1=O)c1ccccc1 (stereo unspecified)
  4	3	7	-7	14	-1.8	0	2.5	-1	-0.3	6.7
CC(C)CCn1cnc2c1c(=O)n(C)c(=O)n2C
  0	-6	-4	-2	10	1.4	10	1.6	-7	-2.1	1.8
CC(=O)N(C)c1ccc(NC(=S)Nc2ccc(C(C)C)cc2)cc1
  -6	27	2	5	-17	1.1	-4	-0.3	5	3.0	0.3
COc1cccc(NC(=O)COc2ccc(C(=O)N3CCN(C)CC3)cc2)c1
  -2	46	0	0	-4	-0.9	-4	3.3	-9	-1.3	-0.1
O=C1ON=C(c2ccccc2)/C1=C/c1ccc(O)c(O)c1
  1	1	0	-1	1	-4.5	-13	-2.9	3	3.6	-2.9
Cc1ccc(C(=O)/C=C/Nc2ccc(S(=O)(=O)Nc3onc(C)c3C)cc2)cc1
  8	20	-4	-4	-31	6.5	-4	13*	10	-0.2	7.6
Cc1cc(NC(=O)CCC(=O)N(CC(=O)NC2CCCC2)c2ccc(Cl)cc2)no1
  1	-7	4	-11	-2	-0.8	-3	0.3	-10	-0.3	1.6
O=C(N1CCOCC1)N1CCN(c2ccccc2F)CC1
  -1	-3	7	-2	-21	-0.4	-7	0.5	-2	1.2	3.3
Cc1cc(C)c2c(Cn3ccnc3)cc(=O)oc2c1
  2	620*	0	-6	-1	-0.5	3	3.5	-1	-0.6	2.7
CSCCc1nc(SCC(=O)Nc2nnc(C)s2)[nH]c1C
  -1	+	4	4	-9	-0.7	1	3.0	-7	-0.4	2.0
N#Cc1ccsc1NC(=O)CSc1nnnn1-c1ccc(O)cc1
  0	7	-2	-8	3	-0.8	7	0.9	-2	0.3	-0.6
CC(C)c1ccc(S(=O)(=O)N2CCN(C(=O)CN3C(=O)NC4(CCCCC4)C3=O)CC2)cc1
  -1	-4	3	1	-3	-0.8	4	3.1	9	-1.0	3.2
CC1CCCN(C(=O)Cc2ccc(F)cc2)C1 (stereo unspecified)
  0	408*	0	0	-30	-2.2	5	1.0	-7	-0.7	4.0
COc1cc(OC)c(N(C)S(=O)(=O)c2cccc(C(=O)OCC(=O)N(C)C3CCCCC3)c2)cc1Cl
  -1	.	6	0	-20	.	4	.	0	0.0	1.6
O=C(c1ccco1)N1CCN(C(=O)c2cc3sccc3n2Cc2ccccc2)CC1
  0	-11	1	3	-28	2.0	4	2.5	-3	-0.4	0.2
Cc1onc(-c2ccccc2)c1C(=O)NNC(=S)NC(=O)/C=C/c1ccccc1
  11	7	-10	2	25	-1.6	-1	-2.1	-12	-1.4	2.9
CCN1C[C@@H]2[C@@H]3C(=O)N(Cc4ccccc4)C(=O)[C@@H]3[C@](CC)(C1=O)N2C(=O)c1ccccc1
  0	.	-3	-52	8	.	-14	.	-9	0.0	1.2
O=C(OCCN1CCOCC1)c1ccc(O)cc1
  0	-2	3	-11	-10	0.7	2	0.7	10	-0.8	2.4
CC(C)Oc1ccc(S(=O)(=O)N2CCOCC2)cc1NC(=O)C1CCCCC1
  -4	-4	-2	7	-1	1.1	-1	3.5	-3	-0.6	0.6
Cc1cc(-c2ccc(C)c(S(=O)(=O)Nc3ccc(S(N)(=O)=O)cc3)c2)on1
  2	101	1	-1	-17	-1.4	-8	2.2	-10	-0.1	3.2
COc1ccc2nc(NC(=O)C3CCN(S(=O)(=O)c4cccc5nsnc45)CC3)sc2c1
  2	-11	9	-6	11	-3.4	-11	0.9	-5	0.5	1.9
CCO[C@@H]1OC(C(=O)N2CCN(Cc3ccccc3)CC2)=C[C@H](C2CC2)[C@H]1CCCO
  2	6	1	5	10	2.2	-10	3.2	-7	1.1	2.8
CCn1c(SCC(N)=O)nnc1-c1ccc2c(c1)OCO2
  -2	10	-2	-2	-11	1.4	-10	3.3	-16	-2.2	3.3
CCN1CCN(C(=O)/C=C/c2ccc(C)o2)CC1
  1	7	-3	4	17	-0.8	3	-1.4	4	-0.5	0.7
CNC(=O)/C(C#N)=C/c1c(N2CCCCCC2)nc2c(C)cccn2c1=O
  -2	-14	1	-1	-4	-0.2	3	-1.4	6	-1.6	2.1
N/C(CC1CC1(Cl)Cl)=N\OC(=O)c1ccccc1 (stereo unspecified)
  -3	-2	5	-4	4	2.8	2	3.1	-1	6.6	2.5
C[C@@H]1CN([C@@H](C)CO)C(=O)c2cc(NC(=O)Nc3ccc(F)cc3)ccc2O[C@@H]1CN(C)Cc1ccc(Oc2ccccc2)cc1
  3	-21	7	-2	13	2.4	-7	0.6	-4	0.1	7.7
COc1ccc2nc(Cl)c(/C=N/Nc3ccccn3)cc2c1
  -1	8	0	1	-1	1.4	-7	0.8	-1	-0.9	1.2
N#CC1=C(N)S[C@H](C(=O)C23CC4CC(CC(C4)C2)C3)[C@H]1c1ccncc1
  -5	-7	6	7	-16	1.8	-7	3.0	-11	0.7	.
O=C(COc1ccc(C(=O)NCCc2ccccc2)cc1)Nc1ccccc1
  -3	3	2	1	-3	-0.9	-5	3.9	6	0.6	3.5
N#Cc1cccc(C(=O)OCC(=O)NCc2ccco2)c1
  1	-14	0	?	2	-1.2	2	0.3	-8	-0.2	1.2
COc1ccc(NC(=O)/C=C/c2ccccc2)c([N+](=O)[O-])c1
  0	18	4	-7	13	-1.5	-12	2.4	7	-2.1	3.7
COc1ccc2c(c1OC)C(=O)N1N=C(c3ccc(Cl)cc3)CC21 (stereo unspecified)
  -2	8	0	-4	19	4.2	5	2.6	2	1.2	3.4
CC(C)n1ncc2c(C(=O)NCCc3ccc(F)cc3)cc(C3CC3)nc21
  -9	.	8	4	16	.	-15	.	-7	0.1	1.2
CC(=O)c1ccc(N(CC(=O)NCc2ccc3c(c2)OCO3)C(=O)c2csnn2)cc1
  0	-10	0	-3	-17	-1.9	-8	4.5	-7	2.3	-3.3
CCn1c(CNC(=O)c2cccc(C)c2)nnc1SCC(=O)Nc1cccc(OC)c1
  2	3	5	-1	0	0.2	7	1.0	-4	-1.5	1.0
CCOC(=O)C(=O)N1c2ccccc2C(N(C(=O)C(=O)OCC)c2ccccc2)CC1C (stereo unspecified)
  -4	7	0	-4	10	2.8	-7	0.5	5	0.9	1.1
CCSc1nc(N)c(NC(=O)c2ccc(Br)o2)c(=O)[nH]1
  0	7	5	13	-16	-0.4	-5	-3.5	-2	-0.9	0.2
O=C(COC(=O)CNC(=O)c1ccccc1)NCc1ccc2c(c1)OCO2
  0	3	-3	-3	8	1.3	9	-0.8	7	0.1	3.0
COc1ccc(CCNC(=O)CCCOc2ccc(Cl)cc2)cc1OC
  -3	2	5	0	-11	-0.5	-1	4.7	-7	0.0	-1.1
Cc1ccc(-n2c(-c3ccco3)nc3c(cnn3-c3ccc(C)cc3)c2=O)cc1
  -3	734*	-3	-1	10	2.4	-9	1.2	0	1.5	3.3
CCCCC(=O)Nc1ccc2c3c(cccc13)C(=O)N2CC
  0	-12	-1	-2	12	-0.8	-6	2.2	-1	-0.4	0.7
O=C(CSc1nnc(-c2ccccn2)o1)Nc1ccccc1Cl
  -2	11	-1	3	2	0.2	-3	2.9	-11	4.7	1.5
COC(=O)c1cccc(C23CC4(C2)[C@H](CN(CC2CCCCC2)[C@@H]4c2ccccc2)C3c2ccccc2)c1 (stereo partly specified)
  -6	2	-1	-4	5	0.4	-6	0.6	-11	1.2	2.6
NC(=O)C1CCN(CCC(=O)Nc2cccc(Cl)c2)CC1
  -5	4	-1	6	-6	1.3	-1	1.6	-2	-1.1	4.6
COc1ccccc1C(=O)Nc1ccc(CN2CCCCC2)cc1
  -1	.	2	5	4	-0.9	-10	2.0	0	1.6	2.7
COc1cc(NCc2ccccc2)c2ncn(C(C)C)c2c1
  -1	2	-1	1	2	-1.8	1	-0.6	-4	2.2	0.5
O=C(Nc1ccccc1N1CCN(C(=O)c2ccc(Cl)cc2)CC1)c1ccc(Br)cc1
  -6	18	2	1	-7	-1.5	-10	4.0	-11	-1.1	1.6
C=CCN=c1scc(-c2ccccc2)n1/N=C/c1ccccn1
  -8&-8	-1	4&6	12&3	-16&-15	-0.6	2&5	4.0	-3&4	0.1&-0.5	4.2&3.2
Cc1cccc(NC(=O)c2oc(=O)c3ccccc3c2-c2ccccc2)c1C
  -8	102	-1	-5	17	2.7	1	-0.3	1	3.1	2.5
CC(=O)c1cccc(Nc2nc(=O)c3cccnc3s2)c1
  -4	0	2	-9	-10	-1.4	1	2.9	6	0.1	-2.0
COc1ccc(Cl)cc1-c1nc(SCC(=O)N(C)C2CCS(=O)(=O)C2)n[nH]1 (stereo unspecified)
  -3	4	1	3	-3	-0.2	18	0.1	3	-1.2	-1.2
Cc1ccnc2nc(C(=O)OCC(=O)NC(=O)NCc3ccco3)nn12
  1	-8	-2	-4	4	0.2	-2	-1.5	3	0.1	3.2
COc1cc2c(cc1NC(=O)C(C)N1CCN(S(=O)(=O)c3ccc(C)c(C)c3)CC1)oc1ccccc12 (stereo unspecified)
  0	3	-1	19	2	-0.9	-8	0.9	-9	-0.1	1.4
COc1ccc2c3c([nH]c2c1)C(C)N(C(C)=O)CC3 (stereo unspecified)
  0	-19	-3	3	10	1.0	-2	-0.5	-9	0.8	-0.7
O=C(NC1=NCCS1)c1cccc(OC(F)F)c1
  1	.	2	4	-9	-0.2	1	0.8	11	-3.6	3.1
